# High-throughput results from PubChem BioAssay.
# SENP1 FRET inh = human SENP1 catalytic domain inhibitors, primary screen, biochemical, FRET, uHTS; Sentrin-specific protease 1 (Homo sapiens), Q9P0U3; recombinant SENP1 catalytic domain, CyPet-SUMO1-YPet FRET cleavage; inhibition, % at 10 µM; 360,000 compounds, 0.21% hits;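 active = inhibition at least 30% at 10 µM, raw YFP signal under a set limit, fluorescence ratio 0.5 to 1.5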;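 also: 0% = enzyme with DMSO and 100% = no enzyme wells; some results filed as inactive read as strong as hits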
# Target sequence (Q9P0U3 419-644 limits assumed): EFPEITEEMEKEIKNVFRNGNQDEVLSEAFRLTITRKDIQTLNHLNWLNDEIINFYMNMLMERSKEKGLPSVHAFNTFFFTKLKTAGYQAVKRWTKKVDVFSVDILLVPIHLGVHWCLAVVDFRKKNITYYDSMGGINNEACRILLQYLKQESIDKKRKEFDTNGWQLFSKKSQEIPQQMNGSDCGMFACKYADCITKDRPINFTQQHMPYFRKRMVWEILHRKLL
#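 Test system: human SENP1 catalytic domain; medium: Tris pH 8 buffer plus EDTA, NaCl, BME, BSA, NP40, catalase; incubation: 50 min reaction at room temperature; technique: FRET, CFP and YFP emission; controls: no-enzyme low control and enzyme-plus-DMSO high control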
# SENP8 inh = human SENP8 protease inhibitors, primary screen, biochemical, fluorescence, Nedd8 protein substrate, uHTS; recombinant SENP8; inhibition, % at 20 µM; 360,000 compounds, 0.64% hits; AID 602440, 2012; in the data active = inhibition mostly above about 40%, no sharp cut-off; inactive = mostly below about 27%
# Target sequence (Q96LD8 whole entry, looked up): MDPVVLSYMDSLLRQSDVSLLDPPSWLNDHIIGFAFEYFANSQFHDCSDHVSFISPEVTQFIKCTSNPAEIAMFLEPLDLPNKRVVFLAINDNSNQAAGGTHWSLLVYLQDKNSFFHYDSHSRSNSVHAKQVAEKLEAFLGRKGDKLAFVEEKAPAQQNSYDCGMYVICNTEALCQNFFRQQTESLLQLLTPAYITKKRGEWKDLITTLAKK
# An asterisk follows results filed as active; i = inactive. Some of the compounds tested. The share of hits here may be higher or lower than overall.
SMILES,SENP1 FRET inh,SENP8 inh
O=C(NCCN1CCC(n2c(=O)[nH]c3ccccc32)CC1)c1ccc(OC(F)(F)F)cc1,2,20
CCOCCC(=O)Nc1ccc2c(c1)c(=O)n(C)n2C/C=C/c1ccccc1,0,i
CSc1ccc(CN2CCC2(C)C(=O)NC2CCc3ccccc32)cc1 (stereo not drawn),-1,15
Cc1cccc(C)c1NC(=O)C1(C)CN(S(C)(=O)=O)CC(=O)N1Cc1cccc(F)c1 (stereo not drawn),-7,4
CCCc1nc2ccc(C)cn2c1Cc1cccc(F)c1,-16,-276
COc1ccc(C(O)c2nc(-c3cccc(NC(C)=O)c3)cs2)cc1 (stereo not drawn),3,8
Cc1cc(F)ccc1-c1cc(C(=O)NCc2cccs2)[nH]n1,0,14
CC(C)C(=O)N1CCCC1(C)C(=O)Nc1ccc(-n2cccc2)cc1 (stereo not drawn),2,2
CNc1cncc(-c2ccc(CN(C)C)cc2)n1,-6,-469
COC(=O)[C@]12CCCCC=C1N(Cc1ccc3c(c1)OCO3)C(=O)[C@H](CC(=O)NCc1ccc(C)o1)C2,2,17
O=C(Nc1ccc(F)c(Cl)c1)c1ccc2sc([C@H]3C[C@H](O)[C@@H](CO)O3)nc2c1,0,-4
COc1cccc(-c2cnc(C(O)c3ccccc3)[nH]2)c1 (stereo not drawn),0,8
COC(=O)[C@@]12C[C@@H](CC(=O)N3CCCCC3)C(=O)N(Cc3ccco3)C1=CCC(C)(C)C2,0,15
OC1CCC(Nc2ccn3nc(-c4cccc(OCc5ccccc5)c4)cc3n2)CC1 (stereo not drawn),0,-486
CC(C)C[C@@H](CN1CCCC1CN1C(=S)NC[C@@H]1Cc1ccccc1)N1C[C@H](Cc2ccc(O)cc2)N(CC2CCCCC2)C1=S (stereo partly drawn),-1,13
O=C(NCc1cccc(Cl)c1)c1ccc(-n2cncn2)c2ccoc12,-2,-4
COc1ccc(C2=Nc3ccccc3N(C(=O)c3ccncc3)C2C(=O)NC(C)(C)C)cc1 (stereo not drawn),-3,-82
Cn1nccc1-c1ccc(C(=O)NCc2ccc(Cl)cc2)c2occc12,-1,0
COc1ccc(C(O)c2nc(-c3ccc(N(C)C)cc3)cs2)cc1 (stereo not drawn),-3,-29
O=C(NCc1ccc(F)cc1)c1cc(C2CCCN(C(=O)c3ccc4c(c3)CCO4)C2)on1 (stereo not drawn),1,11
CCc1nc2c(OCCC3CCCCC3)cccn2c1N(C)C(=O)c1ccco1,-1,7
CCCc1c(-c2cccc(F)c2)ncn1CCc1ccccc1OC,1,14
Cn1c(=O)c2cc(NC(=S)NC3CCCCC3)ccc2n1C/C=C/c1ccccc1,-3,i
COc1ccccc1-c1cc(NC(C)=O)c2ncc(-c3cccc(C(F)(F)F)c3)n2c1,-10,-391
CCCCNC(=O)C(NC(=O)c1ccc(C)cc1)C(=O)c1ccccc1 (stereo not drawn),5,14
CCc1nc2ccc(C(=O)Nc3cccc(OCC(=O)N(C)C)c3)cn2c1N(CCC(C)C)CCN(C)C,-3,7
O=C(NCC1CCCCC1)c1[nH]c(C(F)(F)F)nc1-c1ccccc1,1,33
CC1(C(=O)NCCc2ccccc2)Cc2c(-c3cccc(C(F)(F)F)c3)ccnc2O1 (stereo not drawn),1,5
CN(C)Cc1csc(NC(=O)Nc2cccc(C(F)(F)F)c2)n1,0,13
Cc1cc2c(cc1C)-c1nnnn1C(N1CCCC1)C(=O)N2 (stereo not drawn),1,18
CC(C)NC(=O)C1(C)Cc2c(-c3ccc(C(N)=O)cc3)ccnc2O1 (stereo not drawn),4,12
COc1cccc(CNC(=S)Nc2ccc3c(c2)c(=O)n(C)n3Cc2ccccc2)c1,-2,-491
CCN1CCN(C(C(=O)NC2CCCCC2)C2CC2)CC1 (stereo not drawn),-1,15
CCCC(=O)N1CCC1(C)C(=O)NS(=O)(=O)c1cccs1 (stereo not drawn),0,-1
CCC(=O)N1CCCC(C)(C(=O)Nc2ccc(OC(F)F)cc2)C1 (stereo not drawn),1,20
NC(=O)c1cccc(-c2ccnc3c2CC(C(=O)NCc2ccc(F)c(F)c2)O3)c1 (stereo not drawn),-1,2
FC(F)(F)Oc1ccccc1C(c1nnnn1C1CCCC1)N1CCN(C/C=C/c2ccccc2)CC1 (stereo not drawn),2,12
O=C(C[C@H]1CC[C@H]2[C@@H](COC[C@@H](O)CN2Cc2cc(F)ccc2F)O1)NCc1ccc(Cl)cc1,4,25
Cc1ccc(S(=O)(=O)Nc2ccc(Nc3nccn4c(-c5cccc(OC(F)(F)F)c5)cnc34)cc2)cc1,-26,-111
CCc1nc2c(OCC(=O)c3ccc(Cl)cc3Cl)cccn2c1N(C=O)Cc1ccc(OC)cc1,-22,-88
Cc1ccccc1-c1cc2nc(NCc3ccncc3)n(C)c(=O)c2s1,1,-24
COc1ccc(-c2cc(C(=O)Nc3ccc(NC(C)=O)cc3)[nH]n2)c(C)c1,0,23
CCc1nc2ccc(C(=O)NC3CCN(Cc4ccccc4)CC3)cn2c1N(C)CCN1CCOCC1,-11,-2
Cc1ccccc1S(=O)(=O)NC(=O)C1(C)CCN1C(=O)c1cccc(F)c1 (stereo not drawn),2,21
COc1ccc(C(=O)N2CCC(C)(C(=O)NS(=O)(=O)C3CC3)C2)c(OC)c1 (stereo not drawn),2,24
CC1(Cc2ccc(OC(F)(F)F)cc2)C(=O)Nc2ccc(S(=O)(=O)NC3CCCCC3)cc21 (stereo not drawn),4,3
CC(=O)Nc1cccc(-c2cc(NC=O)c3ncc(-c4ccc(F)c(Cl)c4)n3c2)c1,-12,-302
CCCCc1ccc(S(=O)(=O)NC(=O)C2(C)CCN2C(=O)Cc2ccccc2)cc1 (stereo not drawn),0,5
CC(=O)C1CN(S(=O)(=O)c2ccc(C)cc2)C(c2ccccc2)CC1C (stereo not drawn),2,20
Cc1c(C)n(CC(O)CSc2ccccc2)c2ccccc12 (stereo not drawn),2,8
# (listing goes on)
SMILES,SENP1 FRET inh,SENP8 inh
CCCNC(=O)C1(C)CCCN(Cc2csc3ccccc23)C1 (stereo not drawn),2,14
COC(=O)C[C@@H]1CC[C@@H](NC(=O)NC2CCCC2)[C@@H](CO)O1,1,23
O=C1NC[C@@H](CCCCN2C[C@H](Cc3ccccc3)N(CCc3ccc(O)cc3)C(=O)C2=O)N(CCc2ccccc2)C1=O,2,11
CN(Cc1ccc(Cl)c(Cl)c1)C(=O)c1[nH]c(C(F)(F)F)nc1-c1ccccc1,0,20
Cn1ccc2c(-c3ccc(C(F)(F)F)cc3)cc3c(c21)C1CCC3O1 (stereo not drawn),1,-365
COC(=O)[C@@]12C[C@@H](CC(=O)NCc3ccc(OC)c(OC)c3)C(=O)N(Cc3ccc4c(c3)OCO4)C1=CCC(C)(C)C2,-1,18
Cc1ccc(C(=O)N2CCCC2(C)C(=O)NCC(C)C)cc1F (stereo not drawn),2,16
Cn1nc(C(C)(C)C)cc1C(=O)N1CCCC(c2cc(C(=O)Nc3ccccc3Cl)no2)C1 (stereo not drawn),-1,12
COc1ccc(-c2nn(-c3ccccc3)cc2CNC[C@H]2O[C@@H](n3ccc(=O)[nH]c3=O)[C@H](O)[C@@H]2O)cc1,2,26
CCc1nc2ccc(C(=O)NCCNC(C)=O)cn2c1N(C)CCCc1ccccc1,-3,-9
CNc1cnc(-c2cc(OC)c(OC)c(OC)c2)cn1,0,i
CCCN(CCC)Cc1cc(=O)oc2cc(C)c(Cl)cc12,-6,3
CCC(=O)N1Cc2cc(C(=O)NCCOC)nc(-c3cccc(-c4ccc(C#N)cc4)c3)c2[C@H]1CCO,3,17
O=C(Nc1ccc(F)cc1)C(c1ccccc1)N1CCN(c2cccc(C(F)(F)F)n2)CC1 (stereo not drawn),-1,-25
O=C(Nc1cccc(C(F)(F)F)c1)Nc1ccc2nc([C@@H]3O[C@H](CO)[C@@H](O)[C@H](O)[C@H]3O)[nH]c2c1,2,-8
COc1cccc(-c2cnc3c(NC=O)cc(-c4ccc(S(C)(=O)=O)cc4)cn23)c1,-10,-355
COc1cc(NC(=O)[C@H]2O[C@@H](n3ccc(N)nc3=O)[C@H](O)[C@@H]2O)cc(OC)c1OC,0,25
CC(C)(C)n1nnnc1C(c1ccccc1)N1CCN(c2ccccc2)CC1 (stereo not drawn),2,18
CC1(C(=O)NS(=O)(=O)c2cccc(C#N)c2)CCN1C(=O)C1(c2ccc(Cl)cc2)CC1 (stereo not drawn),-1,28
Cc1ccccc1CNC(=O)c1[nH]c(C(F)(F)F)nc1-c1ccccc1,0,10
CNc1cc(-c2cccc(N(C)C)c2)ncn1,-2,i
CCOC(=O)C(=C1Nc2ccccc2N1)n1c(-c2ccco2)nc2ccccc21,-28,-107
CCC(CC)C(=O)N(C)c1c(C)nc2c(OCC(=O)C(C)(C)C)cccn12,-2,-10
O=C(CC[C@H]1O[C@@H](n2ccc(=O)[nH]c2=O)[C@H](O)[C@@H]1O)N[C@H](Cc1ccccc1)C(=O)NCc1ccccc1,-1,35
CCCNC(=O)C1(C)CCCN(C(=O)c2c(F)ccc(C)c2F)C1 (stereo not drawn),-1,5
CCCCCCCCN1C(=O)[C@H](CC(=O)N2CCN(C(=O)C3CC3)CC2)C[C@@]2(C(=O)OCC)CCCC=C12,1,11
CCCCNC(=O)C(NC(=O)c1ccc2c(c1)OCO2)C(=O)c1ccccc1 (stereo not drawn),2,11
CC(C)NC(=O)C1(C)CSCC(=O)N1CCCN1CCOCC1 (stereo not drawn),1,15
OCC1CSC(=S)N1Cc1ccccc1 (stereo not drawn),-1,10
COC(=O)[C@@]12C[C@@H](CC(=O)N3CCC(c4ccccc4)CC3)C(=O)N(Cc3cccc4ccccc34)C1=CCC(C)(C)C2,1,22
OC(CSc1nnnn1-c1ccccc1)Cn1c2ccccc2c2ccccc21 (stereo not drawn),3,9
Cc1cc(Br)cn2c(Cc3cccc(F)c3)c(-c3ccc(C#N)cc3)nc12,12,-74
O=C(NCCO)c1cccc(-c2cccc3nccn23)c1,1,-495
COc1ccc(C(=O)N2CCC(C)(C(=O)NS(=O)(=O)C3CC3)C2)cc1 (stereo not drawn),2,29
O=C(NCc1ccc(Cl)c(Cl)c1)c1cc(C2CCCCN2C(=O)c2cccs2)on1 (stereo not drawn),-2,14
Cc1ccccc1C1N=C2Oc3ccccc3C=C2C(=O)N1 (stereo not drawn),-41,-404
CN(C)Cc1csc(NC(=O)Nc2cccc(Cl)c2)n1,-2,15
CCOC(=O)N1CCN(C(=O)C[C@@H]2C[C@@]3(C(=O)OC)CC(C)(C)CC=C3N(Cc3ccccc3)C2=O)CC1,-10,12
COCCNC(=O)C1(C)CCCN(Cc2cc(-c3ccccc3)n(C)n2)C1 (stereo not drawn),2,6
COc1cccc(C(O)c2nc(-c3cccc(C#N)c3)cs2)c1 (stereo not drawn),5,16
Nc1ncc(-c2ccc(F)cc2)nc1N1CCN(CCO)CC1,-50,i
CC1(C(=O)NS(=O)(=O)c2ccc(Cl)s2)CCN1C(=O)CCc1ccccc1 (stereo not drawn),0,22
CC1(C(=O)NCCc2c[nH]c3ccccc23)CCN1Cc1csc2ccccc12 (stereo not drawn),-2,21
COCCNC(=O)C1(C)CCCN(Cc2cccc(OC(=O)c3ccccc3)c2)C1 (stereo not drawn),5,-1
O=C(NCc1ccncc1)c1csc([C@@H]2C[C@H](O)[C@@H](CO)O2)n1,3,13
